# CAL PDZ FP-1: CAL PDZ (human) peptide binding inhibition; Q9HD26; purified CAL PDZ, TMR-peptide fluorescence polarization, 1 h; inhibition, % at 24.9 µM; 300,000 tested, 0.92% active; AID 602252;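 active = mean inhibition of at least 30% with at least half of replicates also reaching 30%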;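 also: 0% = DMSO neutral control and 100% = excess unlabeled competitor peptide PRC23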
# SR-BI uptake up: enhances SR-BI lipid uptake from DiI-HDL. 320,000 tested, 0.096% active. activation, % at 12.5 µM. CHO ldlA[mSR-BI] cells, DiI-HDL uptake fluorescence, 3 h; 100 = double the neutral-control signal;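 active = mean replicate activation of at least 60% and every replicate at or above 60%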;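 also: 0% = median plate neutral-control signal and 100% = twice that signal; values of inactives mirror those of a sister screen read the other way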
#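 Material – SR-BI-overexpressing, LDLR-lacking CHO cells · Medium – BSA-supplemented, HEPES-buffered Ham's F12, pH 7.4 · Doses – single concentration · Times – compound with DiI-HDL co-incubation, 3 h at 37 °C · Measured by – bottom-read fluorescence, 550/595 nm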
# PvdQ acylase: blocks Pseudomonas aeruginosa PvdQ acylase activity. inhibition, % at 10 µM. 340,000 tested, 0.063% active. purified PvdQ acylase, fluorescence plate reader; in the data active = inhibition above about 30%, passing the limit was not always enough;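 also: 0% = vehicle neutral wells and 100% = reference inhibitor wells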
# PfHsp90 yeast 2: growth inhibition of yeast expressing Plasmodium Hsp90; 310,000 tested, 0.32% active; inhibition, % at 9.4 µM; S. cerevisiae expressing PfHsp90, BacTiter-Glo ATP, 48 h; yeast lacking PDR1 and PDR3 efflux regulators;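 active = every replicate shows inhibition above about 80%, whatever the replicate mean, limit read from the data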;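 also: 0% = DMSO neutral controls and 100% = 20 µM radicicol positive controls; yeast relying on Plasmodium falciparum Hsp90 in place of its own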
# Rtt109 Vps75: inhibitors of Candida albicans Rtt109/Vps75 histone acetyltransferase | Q5AAJ8 | purified Rtt109/Vps75, ThioGlo CoA-SH fluorescence, 4 h | inhibition, % at 34.9 µM | 330,000 tested, 0.16% active | AID 540336;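 active = inhibition of at least 50% in every replicate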
# NSD2 HMT inh: NSD2 (human) methyltransferase inhibition; AID 743445; inhibition, % at 12.5 µM; NSD2 peptide methylation, AlphaScreen, 120 min; 310,000 tested, 0.54% active; O96028; in the data active = inhibition above about 50%
# SR-BI DiI inh: inhibitors of mouse SR-BI mediated HDL lipid uptake; AID 488896; inhibition, % at 12.5 µM; ldlA[mSR-BI] CHO cells, DiI-HDL uptake fluorescence, 3 h; Q61009; 320,000 tested, 0.96% active;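 active = mean replicate inhibition of at least 70% and a set share of replicates each scoring 70 or more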;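 also: 0% = median of neutral control wells and 100% = median of positive control wells; values of inactives mirror those of a sister screen read the other way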
# Target sequence (Q61009 whole entry, looked up): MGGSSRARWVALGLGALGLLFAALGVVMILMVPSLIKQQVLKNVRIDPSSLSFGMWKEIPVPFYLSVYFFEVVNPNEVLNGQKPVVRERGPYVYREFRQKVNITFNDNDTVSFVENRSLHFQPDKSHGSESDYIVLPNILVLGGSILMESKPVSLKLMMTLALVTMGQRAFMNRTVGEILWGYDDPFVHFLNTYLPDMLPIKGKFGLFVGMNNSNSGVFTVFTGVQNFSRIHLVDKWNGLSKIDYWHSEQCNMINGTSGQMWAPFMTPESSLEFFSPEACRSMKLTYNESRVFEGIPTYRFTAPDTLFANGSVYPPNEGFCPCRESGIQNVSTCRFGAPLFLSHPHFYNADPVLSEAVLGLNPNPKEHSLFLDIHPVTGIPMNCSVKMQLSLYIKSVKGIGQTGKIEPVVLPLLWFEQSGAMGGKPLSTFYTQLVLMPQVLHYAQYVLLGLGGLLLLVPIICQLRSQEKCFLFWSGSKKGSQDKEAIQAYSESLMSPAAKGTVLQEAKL
# MITF TRPM1 HTS: increases MITF-driven TRPM1 promoter luciferase signal. activation, % at 12.5 µM. 300,000 tested, 0.75% active. SK-MEL-5 TRPM1-promoter luciferase, 24 h; % of positive control, neutral wells = 0. AID 588334;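 active = mean activation of at least 80% with every replicate also reaching 80%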;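 also: 0% = neutral control wells and 100% = parthenolide positive control wells; values of inactives mirror those of a sister screen read the other way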
# CAL PDZ FP-2: human CAL PDZ-peptide interaction inhibition. inhibition, % at 20 µM. purified CAL PDZ, TMR-peptide fluorescence polarization, 1 h. 330,000 tested, 0.02% active. Q9HD26. AID 504414;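 active = highest replicate inhibition of at least 40%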;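 also: plate controls were DMSO neutral control wells for no effect and unlabeled competitor peptide control wells for full effect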
#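 Test system: purified CerCALP PDZ construct; Compound dosing: one concentration, 20 µM compound; Also added: TMR-labelled reporter peptide T*-PRC34 bound in PDZ groove; Read-out: inhibition from polarization loss; Controls: unlabelled peptide and DMSO controls; Signal: FP readout, S and P plane fluorescence; Incubation: 1 h at RT.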
# dFosB activator: enhances mouse delta FosB homodimer DNA binding; P13346; purified delta FosB, TAMRA-CDK5 oligo fluorescence polarization; percent of positive-control signal above neutral wells; activation, % at 25 µM; 340,000 tested, 0.99% active; AID 493131;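 active = mean activation above about 17%, with every replicate also reaching it, limit read from the data, passing the limit was not always enough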;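 also: fluorescence polarization rise as delta FosB binds a TAMRA Cdk5 AP-1 oligo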
# Target sequence (P13346 whole entry, looked up): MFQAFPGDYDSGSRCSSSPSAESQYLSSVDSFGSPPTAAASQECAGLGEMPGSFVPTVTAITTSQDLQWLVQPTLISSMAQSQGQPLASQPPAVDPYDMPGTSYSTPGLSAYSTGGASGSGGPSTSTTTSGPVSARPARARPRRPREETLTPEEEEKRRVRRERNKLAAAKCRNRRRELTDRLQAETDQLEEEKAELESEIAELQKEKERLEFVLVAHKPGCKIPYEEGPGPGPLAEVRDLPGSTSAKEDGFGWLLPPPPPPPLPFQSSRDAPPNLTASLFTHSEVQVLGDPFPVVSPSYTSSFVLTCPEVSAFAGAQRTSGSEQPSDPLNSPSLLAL
# An asterisk follows results filed as active; x = not tested or not shown.
SMILES,CAL PDZ FP-1,SR-BI uptake up,PvdQ acylase,PfHsp90 yeast 2,Rtt109 Vps75,NSD2 HMT inh,SR-BI DiI inh,MITF TRPM1 HTS,CAL PDZ FP-2,dFosB activator
CCOC(=O)c1ccc(NC(=O)c2ccc3c(c2)OCO3)cc1,-1.9,-36.0,-8.8,-2.3,4.0,-0.3,36.0,57.2,0.1,-2.2
Cc1ccc(NC(=O)CN2CCN(Cc3ccccc3)CC2)cc1Cl,11.0,x,-17.0,3.3,-2.9,0.6,x,x,0.4,-14.3
COc1ccc(NC(=O)C(Br)C(C)C)cc1 (stereo unspecified),-9.1,-5.6,6.9,-2.0,x,-2.0,5.6,14.2,-0.7,-1.3
CC(=O)Nc1ccc(NC(=O)Cn2c(=O)n(-c3ccc(F)cc3)c(=O)c3oc4ccccc4c32)cc1,-6.0,x,-12.2,-4.8,-2.0,-0.5,x,1.3,-2.7,20.7*
O=C(NC1CCCCC1)C(c1cccs1)N(CC1CCCO1)C(=O)c1csnn1 (stereo unspecified),-0.6,26.0,-7.2,-27.7,-0.9,-2.8,-26.0,x,0.6,4.4
COc1cccc(NC(=O)CSc2nnc(-c3ccc(C)cc3)o2)c1,x,13.0,-16.6,-3.2,-13.7,x,-13.0,45.1,-0.2,-2.6
Cc1c(/C(O)=C2/C(=O)C(=O)N(Cc3cccnc3)C2c2cccs2)cnn1-c1ccccc1 (stereo unspecified),0.8,12.4,-20.4,-4.0,1.6,0.6,-12.4,52.6,1.0,6.7
CC1CCN(C(=O)CCCl)c2ccccc21 (stereo unspecified),-1.8,11.3,-9.9,-2.0,-0.7,4.3,-11.3,15.3,0.5,-9.2
COc1ccc(-c2csc(-c3cccs3)n2)c(OC)c1,-4.3,-49.8,8.3,10.2,-3.6,-5.5,49.8,45.4,-0.9,-1.9
CN(C)C=NC(=O)c1cn(-c2ccc(F)cc2)c(=O)c2ccccc12,-2.7,17.6,-9.5,-8.7,-8.8,-0.2,-17.6,6.6,0.1,-6.4
CCCn1nc(-c2nnc(-c3ccc(C)c(C)c3)o2)c2ccccc2c1=O,-4.1,13.2,14.7,17.0,-3.5,1.5,-13.2,x,-1.2,4.1
CCN(CCNC(=O)C1CCCN(S(=O)(=O)CC)C1)c1ccccc1 (stereo unspecified),-0.8,-15.7,-9.4,3.9,7.4,x,15.7,4.5,-0.8,-8.4
Cc1cccc(NC(=O)Cn2c(=O)n(C)c3ccccc32)c1,-1.2,4.0,-10.5,19.0,2.2,-0.5,-4.0,-8.0,-1.6,-0.6
CN(C)CC(C)(C)CNS(=O)(=O)c1cccc2nsnc12,-4.3,9.0,-1.6,12.2,-0.3,14.7,-9.0,-4.6,0.7,2.2
CCn1c(-c2ccc[nH]c2=O)nc2ccccc21,-0.6,2.1,-8.8,1.4,6.8,39.3,-2.1,x,-1.0,2.9
CCC(C)NC(=O)CS(=O)Cc1nc(-c2ccccc2C)oc1C (stereo unspecified),3.1,-5.0,-13.5,2.6,-3.1,x,5.0,7.7,1.4,-8.4
O=C(Cc1ccc(-n2cccc2)cc1)N1CCN(c2ccccc2F)CC1,-1.3,7.8,10.6,-5.5,6.1,1.5,-7.8,-11.5,1.0,-4.1
O=C1c2ccccc2[C@@H]2C[C@@H](O)[C@H](Nc3ccccc3-c3ccccc3)CCN12,-1.2,-6.5,-11.4,12.4,-1.9,x,6.5,6.8,0.6,-0.6
CCN(CC)C(=O)COc1cc(C)c(Cl)c(C)c1,-2.0,-23.4,5.2,-12.0,-0.4,0.7,23.4,-2.2,-0.2,5.7
COC(=O)C1(Cc2ccc(O)cc2)OC(=O)C(O)=C1c1ccc(O)cc1 (stereo unspecified),0.1,8.6,-12.3,14.8,6.0,x,-8.6,5.0,1.2,-2.9
COc1cccc(CN(C(=O)c2cc3ccccc3oc2=O)C2CC2)c1,-0.8,-4.2,-7.1,-65.7,-1.4,-0.8,4.2,x,-0.9,-10.3
CCOC(=O)N1CCN(S(=O)(=O)c2cc([N+](=O)[O-])ccc2C)CC1,x,-23.0,-11.2,25.8,5.8,-0.2,23.0,-1.4,-4.1,-1.1
C=CCN1C(=O)C2C(C(=O)NC3CCCC3)C3C=CC2(O3)C1C(=O)NC1CCCC1 (stereo unspecified),-4.1,13.6,1.0,8.7,0.9,0.1,-13.6,-4.7,0.0,-1.9
O=C(COC(=O)c1cc(Cl)ccc1[N+](=O)[O-])Nc1cccc2ccccc12,-1.5,-9.6,6.1,-16.3,-12.3,0.5,9.6,-5.5,-0.1,-2.9
COc1ccc(CNC(=O)C[C@H]2C(=O)N(Cc3ccc(OC)cc3)C[C@@H]2Cc2ccccc2)cc1,0.8,13.4,6.0,-17.2,3.7,x,-13.4,3.0,0.3,7.0
SMILES,CAL PDZ FP-1,SR-BI uptake up,PvdQ acylase,PfHsp90 yeast 2,Rtt109 Vps75,NSD2 HMT inh,SR-BI DiI inh,MITF TRPM1 HTS,CAL PDZ FP-2,dFosB activator
COC(=O)c1ccc2c(c1)C(C)(C)C(/C=C/c1ccccc1O)=[N+]2C,-30.5,-75.5,-17.6,17.2,1.0,7.2,75.5*,-103.7,x,111.0*
O=C(CNc1ccc(Cl)cc1)NNC(=S)NCc1ccccc1,-2.8,4.5,2.4,4.7,-15.1,-1.6,-4.5,-0.6,-1.6,-11.4
CCSC1=NCCN1C(=O)C(C)(C)Oc1ccc(Cl)cc1,2.2,-51.0,1.5,-57.0,13.9,-2.1,51.0,-9.0,-0.5,-4.7
Cc1ccc(Nc2n[nH]c(C)c2[N+](=O)[O-])c(C)c1,-11.8,-6.0,-6.9,-9.7,x,-0.8,6.0,7.7,-2.0,-3.8
CCN(CC(=O)NCc1ccc(Cl)cc1)C(=O)CSc1cccc(C(F)(F)F)c1,-4.8,-12.7,0.6,x,18.6,x,12.7,-7.4,-2.3,5.5
CC(=O)NC(C)C(=O)OCC(=O)Nc1ccc(Br)cc1 (stereo unspecified),-4.9,1.4,-3.4,2.5,-2.8,-1.0,-1.3,x,-2.6,4.3
O=C(Nc1ccc(OCc2ccccc2)cc1)Nc1cccnc1,-0.8,-1.9,-1.2,-2.9,8.1,0.7,1.9,-0.9,1.0,12.1
O=C(NC12CC3CC(CC(C3)C1)C2)N1CCCC(CO)C1 (stereo unspecified),-6.9,21.8,8.4,-3.7,10.6,0.3,-21.8,x,-1.0,-1.4
CCOc1ccc(N/C(C)=C\C(=O)c2ccc3c(c2)OCCO3)cc1,3.1,-4.1,-1.9,12.3,7.1,1.0,4.1,45.5,-0.3,-4.0
CC1(c2ccc3noc(-c4ccc(F)cc4)c3c2)OCCO1,2.2,5.8,-11.1,21.8,4.7,0.0,-5.8,-9.8,-0.7,-6.2
Cc1ccc(/C=C2\Sc3ccccc3C2=O)s1,1.2,20.9,7.5,-6.7,-12.0,1.2,-20.9,6.5,0.2,-8.5
COc1ccc(OC)c(C2CC(=O)N3CN(c4ccccc4F)CSC3=C2C#N)c1 (stereo unspecified),x,30.7,-1.3,-32.8,-6.3,x,-30.7,x,-1.0,-9.7
Nc1nonc1C(=O)N1CCCC1,-0.4,-8.5,-7.0,12.8,1.3,x,8.5,-2.3,-1.9,0.0
Cc1ccc(-n2c3c(cc(C(=O)NC4CCSC4=O)c2=O)C(=O)CCC3)cc1 (stereo unspecified),-8.9,8.6,5.7,-12.2,-6.1,0.0,-8.6,x,-1.0,-10.9
Cc1cc(C)cc(N(CC(=O)NCC2CCCO2)S(=O)(=O)c2c(C)noc2C)c1 (stereo unspecified),3.6,3.6,-7.1,1.1,-8.6,x,-3.6,-8.8,-0.6,0.2
COc1ccc(-c2cc(C(=O)N(C)CC(=O)Nc3ccccc3Br)c3ccccc3n2)cc1OC,-16.7,-46.6,4.0,x,7.1,0.6,46.6,2.1,-4.1,-7.8
CCC(Sc1nc(-c2ccccc2)c(C#N)c(=O)[nH]1)C(=O)Nc1cc(C)on1 (stereo unspecified),-3.7,40.1,-4.5,13.5,-0.6,-0.7,-40.1,3.4,-3.0,-5.4
CCCCc1c(C)[nH]c2nc3ccccc3n2c1=O,-1.0,-12.1,-11.1,-5.1,-0.6,-3.8,12.1,x,-2.4,4.0
CC(C)(C)c1ccc(/C=N/n2cnnc2)cc1,-2.0,0.8,-23.9,-42.4,-6.3,-4.7,-0.8,-4.7,-1.1,-0.6
C/C(=N\NC(=O)CN1CCN(Cc2ccc(C)cc2)CC1)c1ccncc1,-3.2,9.5,22.0,-1.2,0.9,-3.6,-9.5,-2.6,1.1,-2.2
COc1ccc(S(=O)(=O)n2[nH]c(=O)c(CCO)c2C)c([N+](=O)[O-])c1,-2.5,2.4,-4.3,29.1,3.2,2.2,-2.4,4.0,-0.6,-4.6
CCCc1cc(C(=O)N2CCC(n3nccc3NC(=O)c3ccc(OC)cc3)CC2)no1,-5.2,-41.5,-1.9,15.2,-8.2,-12.7,41.5,13.6,-0.7,0.2
COc1ccc2[nH]c(=O)c(CNc3cc(C)ccc3C)cc2c1,-3.4,x,-11.6,15.9,2.9,-0.1,x,-15.8,0.4,-8.1

# Rewritten with each value named: entries from further up
O=C(NC12CC3CC(CC(C3)C1)C2)N1CCCC(CO)C1 (stereo unspecified)
  CAL PDZ FP-1: -6.9
  SR-BI uptake up: 21.8
  PvdQ acylase: 8.4
  PfHsp90 yeast 2: -3.7
  Rtt109 Vps75: 10.6
  NSD2 HMT inh: 0.3
  SR-BI DiI inh: -21.8
  MITF TRPM1 HTS: x
  CAL PDZ FP-2: -1.0
  dFosB activator: -1.4

CCOc1ccc(N/C(C)=C\C(=O)c2ccc3c(c2)OCCO3)cc1
  CAL PDZ FP-1: 3.1
  SR-BI uptake up: -4.1
  PvdQ acylase: -1.9
  PfHsp90 yeast 2: 12.3
  Rtt109 Vps75: 7.1
  NSD2 HMT inh: 1.0
  SR-BI DiI inh: 4.1
  MITF TRPM1 HTS: 45.5
  CAL PDZ FP-2: -0.3
  dFosB activator: -4.0

CC1(c2ccc3noc(-c4ccc(F)cc4)c3c2)OCCO1
  CAL PDZ FP-1: 2.2
  SR-BI uptake up: 5.8
  PvdQ acylase: -11.1
  PfHsp90 yeast 2: 21.8
  Rtt109 Vps75: 4.7
  NSD2 HMT inh: 0.0
  SR-BI DiI inh: -5.8
  MITF TRPM1 HTS: -9.8
  CAL PDZ FP-2: -0.7
  dFosB activator: -6.2

Cc1ccc(/C=C2\Sc3ccccc3C2=O)s1
  CAL PDZ FP-1: 1.2
  SR-BI uptake up: 20.9
  PvdQ acylase: 7.5
  PfHsp90 yeast 2: -6.7
  Rtt109 Vps75: -12.0
  NSD2 HMT inh: 1.2
  SR-BI DiI inh: -20.9
  MITF TRPM1 HTS: 6.5
  CAL PDZ FP-2: 0.2
  dFosB activator: -8.5

# Compounds as they come; any-hit rate near 4.3%.
